Platelet DG rel: modulates dense granule release in human platelets; human platelet-rich plasma, SFLLRN dense granule ATP release, luminescence; inhibition, %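 (compounds screened at 7.5 µM in platelet-rich plasma)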; actives 0.22% (n = 300,000);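 active = mean replicate score, as percent of positive control, at or above 50; inconclusive = mean below 50 but at least one replicate at or above 50; inactive = mean and every replicate below 50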
HSF1 inh: HSF1 inhibition; actives 0.77% (n = 300,000); NIH3T3-HGL HSE-luciferase, MG132-induced, luminescence 8 h; active compounds read low; activity change, negative = inhibition, % at 7.5 µM (by protocol);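 active = more than half of replicate wells show activity change below -50%, luminescence cut by over half; inconclusive = some wells, but at most half, below -50%; inactive = no replicate well below -50%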;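 note: luciferase reports HSF-1 transcriptional activity via heat shock element; 0% = median of DMSO wells and -100% = zero luminescence signal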
HIF act: HIF pathway transcriptional activation. U2OS HRE-luciferase reporter, luminescence; normalized: DMSO 0%, desferrioxamine 100%. activation, % at 7.5 µM (by protocol). actives 0.32% (n = 300,000). AID 1910;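 active = mean activation of at least 10% of the iron chelator positive control signal, with at least half of replicates also reaching 10%; inconclusive = mean and replicate majority disagree about reaching 10%; inactive = mean and most replicates under 10%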
HSP90 refold inh: HSP90 refolding inhibition in rabbit reticulocyte lysate; actives 0.91% (n = 290,000); luciferase refolding luminescence, 3 h; inhibition, % at 5.6 µM; AID 1789;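 active = inhibition above the screen-wide mean plus 3 SD, computed separately per campaign, cut at about 16% in these data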;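 note: 0% = DMSO wells and 100% = 60 µM geldanamycin wells; inhibitors lower the luminescence because luciferase stays unfolded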
KLF5 inh: inhibitors of KLF5 expression | DLD-1 KLF5 promoter-luciferase reporter, luminescence | inhibition, % at 5 µM | actives 0.23% (n = 290,000) | AID 1700;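 active = inhibition above a per-plate limit of that plate's mean compound inhibition plus 3 SD, cut at about 60% in these data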;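 note: 0% = DMSO wells and 100% = LY294002 at 200 µM; higher means less KLF5 promoter-driven luciferase light; inactives centre near -14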
IEC-6 tox: kills IEC-6 intestinal cells in KLF5 counter-screen; IEC-6 cytotoxicity, luminescence viability; inhibition, % at 5 µM; actives 0.78% (n = 290,000); AID 1825; in the data active = inhibition above about 22%;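 note: 0% = plate median of test compound wells and 100% = cytotoxic reference compound wells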
aSyn 5UTR inh: 5' untranslated region of α-synuclein, MLPCN primary screen | inhibition, % (tested at 7.5 µM) | actives 0.82% (n = 300,000) | alpha-synuclein 5'UTR reporter, inhibitor activity; in the data active = inhibition above about 60%; inconclusive = no clear call, values can overlap the other calls;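 note: H4 neuroglioblastoma cells stably carrying SNCA 5'UTR luciferase fusion; 0% = DMSO wells and 100% = positive control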
AI-2 QS mod: modulates the Vibrio harveyi AI-2 quorum sensing system | Vibrio harveyi JMH597 AI-2 luminescence/OD600 ratio, 9 h; active compounds read low; strain lacks LuxN and CqsS sensors; 0 = neutral-control median | activity change, % at 7.5 µM | actives 0.4% (n = 300,000) | AID 2094; in the data active = activity change below about -75%, passing the limit was not always enough; inconclusive = no clear call, values can overlap the other calls;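 note: luminescence divided by OD600 gain over 9 h not by final OD600 alone; inactives centre near 13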
SKKanGAS inh: inhibitors of SKKanGAS S. pyogenes growth in kanamycin (SK-promoter or general growth effect); BacTiter-Glo, 6 h; inhibition, % at 7.5 µM; actives 1.3% (n = 300,000);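 active = mean replicate score, as percent of positive control median, at least 50; inconclusive = mean below 50 but one replicate at or above 50; inactive = mean and every replicate below 50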;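 note: strain carries kanamycin resistance gene driven by streptokinase promoter and grows in 40 µg/ml kanamycin; loss of luminescence reflects streptokinase promoter inhibition or plain growth inhibition; 0% = median of DMSO wells and 100% = positive control at its reference dose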
HSF1 activator: increases HSF-1 driven luciferase reporter signal. AID 504408. NIH3T3-HGL HSF-1 luciferase reporter, MG132, 8 h; 100% = twice DMSO control signal. activation, % at 9 µM. actives 1.7% (n = 300,000);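 active = mean replicate activation of at least 50% with a set share of replicates each reaching 50%; inconclusive = only one of those two conditions met; inactive = mean below 50% and too few replicates reaching it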;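 note: 0% = median of the neutral control wells and 100% = twice that signal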
An asterisk follows results filed as active; ? = inconclusive; · = not tested or not shown.

A first look, ten compounds:
The line under a structure holds: Platelet DG rel | HSF1 inh | HIF act | HSP90 refold inh | KLF5 inh | IEC-6 tox | aSyn 5UTR inh | AI-2 QS mod | SKKanGAS inh | HSF1 activator
CC(C)(C)S(=O)(=O)/C(C#N)=N/Nc1ccc(S(C)(=O)=O)cc1
    -6 | -3 | -0.3 | 5 | -9 | 6 | 20 | -6 | -11 | -3
NS(=O)(=O)c1cccc(NC(=O)Cn2nc(C(=O)O)c3ccccc3c2=O)c1
    -6 | -2 | -0.4 | -1 | -39 | 1 | 7 | 20 | -2 | -3
CC1(C)NC(=O)N(CC(=O)Nc2cc(S(=O)(=O)N3CCOCC3)ccc2N2CCOCC2)C1=O
    5 | 0 | 0.1 | 0 | -40 | -2 | -16 | 38 | -5 | 10
O=C(Nc1ccccc1)c1ccc(OC(=O)c2cc3ccccc3o2)cc1
    1 | -7 | 0.4 | 0 | -20 | 1 | -84 | 12 | 2 | -9
CCOC(O)[C@H]1N[C@@H](c2ccc(Cl)cc2)[C@@H]([N+](=O)[O-])[C@@H]1c1ccccc1 (stereo not given in full)
    -1 | 3 | 0.5 | 0 | -20 | -4 | -59 | 3 | 7 | -2
COc1ccc(CNc2ccc3c(c2)CCC3)cc1OC
    -3 | 2 | 1.9 | 9 | -32 | 5 | -177 | 20 | -4 | -10
NS(=O)(=O)c1ccc(-n2nc(C(=O)O)cc2-c2ccc(Cl)cc2)cc1
    4 | -2 | 0.2 | 5 | -6 | -2 | -7 | 18 | 3 | -3
CC1CCCN(C(=O)CSc2nnc(-c3ccco3)n2C)C1 (stereo not given)
    1 | -3 | 0.3 | 1 | -20 | -7 | 2 | 15 | -4 | -3
CCOC(=O)C(C)/C(C)=N/NC(N)=S (stereo not given)
    -15 | 3 | -0.2 | 2 | -35 | 3 | 12 | 14 | -4 | 9
COc1ccc(OC)c(N(CC(=O)N2CCN(Cc3ccccc3)CC2)S(C)(=O)=O)c1
    3 | -6 | -1.0 | 20* | -3 | 3 | 4 | -1 | 2 | -13

The listing, repeating the preview:
The line under a structure holds: Platelet DG rel | HSF1 inh | HIF act | HSP90 refold inh | KLF5 inh | IEC-6 tox | aSyn 5UTR inh | AI-2 QS mod | SKKanGAS inh | HSF1 activator
CC(C)(C)S(=O)(=O)/C(C#N)=N/Nc1ccc(S(C)(=O)=O)cc1
    -6 | -3 | -0.3 | 5 | -9 | 6 | 20 | -6 | -11 | -3
NS(=O)(=O)c1cccc(NC(=O)Cn2nc(C(=O)O)c3ccccc3c2=O)c1
    -6 | -2 | -0.4 | -1 | -39 | 1 | 7 | 20 | -2 | -3
CC1(C)NC(=O)N(CC(=O)Nc2cc(S(=O)(=O)N3CCOCC3)ccc2N2CCOCC2)C1=O
    5 | 0 | 0.1 | 0 | -40 | -2 | -16 | 38 | -5 | 10
O=C(Nc1ccccc1)c1ccc(OC(=O)c2cc3ccccc3o2)cc1
    1 | -7 | 0.4 | 0 | -20 | 1 | -84 | 12 | 2 | -9
CCOC(O)[C@H]1N[C@@H](c2ccc(Cl)cc2)[C@@H]([N+](=O)[O-])[C@@H]1c1ccccc1 (stereo not given in full)
    -1 | 3 | 0.5 | 0 | -20 | -4 | -59 | 3 | 7 | -2
COc1ccc(CNc2ccc3c(c2)CCC3)cc1OC
    -3 | 2 | 1.9 | 9 | -32 | 5 | -177 | 20 | -4 | -10
NS(=O)(=O)c1ccc(-n2nc(C(=O)O)cc2-c2ccc(Cl)cc2)cc1
    4 | -2 | 0.2 | 5 | -6 | -2 | -7 | 18 | 3 | -3
CC1CCCN(C(=O)CSc2nnc(-c3ccco3)n2C)C1 (stereo not given)
    1 | -3 | 0.3 | 1 | -20 | -7 | 2 | 15 | -4 | -3
CCOC(=O)C(C)/C(C)=N/NC(N)=S (stereo not given)
    -15 | 3 | -0.2 | 2 | -35 | 3 | 12 | 14 | -4 | 9
COc1ccc(OC)c(N(CC(=O)N2CCN(Cc3ccccc3)CC2)S(C)(=O)=O)c1
    3 | -6 | -1.0 | 20* | -3 | 3 | 4 | -1 | 2 | -13
Cc1cccc(NCC(=O)N/N=C\c2ccccn2)c1
    -1 | -1 | 0.7 | -3 | -4 | 0 | -35 | 22 | 13 | 0
Cc1ccc(S(=O)(=O)NCc2ccncc2)c(C)c1C
    -3 | -7 | 0.3 | -2 | 26 | 19 | -8 | -9 | -7 | 3
Cc1cccc(NS(=O)(=O)c2cc3c(cc2C)n(C)c(=O)c(=O)n3C)c1
    0 | 3 | -0.5 | 2 | -16 | 3 | 32 | 9 | -6 | -4
Cc1c(-c2ccccc2)nc2ccccc2c1C(=O)OCC(=O)Nc1ncc(C(F)(F)F)cc1Cl
    3 | -7 | -0.1 | -1 | -43 | -1 | -10 | 24 | 26 | 1
CCN(CC(=O)Nc1c(F)cccc1F)C(=O)c1ccc(C)c(S(=O)(=O)N2CCCCC2)c1
    7 | 6 | 0.1 | · | · | · | 2 | 20 | -1 | 8
CCOC(=O)c1sc(-c2ccccc2)cc1NC(=O)Nc1ccc([N+](=O)[O-])cc1
    -17 | -3 | 0.0 | -3 | -22 | -5 | 25 | 18 | 1 | 9
CC(C)(C)c1cc(/C=N/NC(=O)Cc2nc3ccccc3[nH]2)cc(C(C)(C)C)c1O
    -9 | 1 | 0.2 | 1 | -40 | 5 | 18 | 13 | 14 | 6
O=C(C1CCCN1C(=O)c1cccs1)N1CCc2ccccc21 (stereo not given)
    2 | -1 | 0.5 | -2 | -14 | -4 | 4 | 26 | -1 | -4
Cn1cc([C@@H]2C[C@H]3CN(Cc4cccc(Cl)c4)C(=O)[C@]34CCCN24)c(-c2ccccc2)n1
    2 | 5 | -0.8 | 5 | -7 | 7 | 33 | -2 | -5 | -1
O=S(=O)(Nc1ccc(-c2cn3ccccc3n2)cc1)c1ccccc1
    13 | 8 | 1.0 | 1 | -58 | 5 | -35 | 12 | 1 | -9
Cc1cc(C)n(CC(O)CN(c2cccc([N+](=O)[O-])c2)S(=O)(=O)c2ccccc2)n1 (stereo not given)
    -1 | 5 | -0.3 | 4 | -23 | -3 | -6 | 16 | -14 | -7
Cc1sc2nc(COC(=O)c3c(F)cccc3F)[nH]c(=O)c2c1C
    -1 | 17 | 0.2 | 1 | -12 | -2 | 2 | 3 | 8 | 13
COc1ccc(OC)c(-c2nc(CN(C)C(C)c3ccncn3)c(C)o2)c1 (stereo not given)
    -2 | 5 | 0.2 | -3 | -18 | 1 | -6 | 26 | -5 | 8
CC(C)c1ccc(C(=O)CC2(O)C(=O)N(CN3CCOCC3)c3ccccc32)cc1 (stereo not given)
    -10 | 14 | 0.3 | 3 | -29 | 8 | -26 | 37 | -18 | 28
NCCCCCc1nnc(SCC(N)=O)o1
    -5 | -5 | -0.8 | 2 | -21 | 3 | 4 | -16 | -8 | 8
O=c1c2c3n(c(=O)nc2[nH]n1-c1ccccc1)CCCCC3
    4 | · | -0.2 | -1 | -30 | -4 | 25 | 11 | 3 | ·
O=S(=O)(Cc1ccccc1)N1CCN(Cc2ccc(Br)cc2)CC1
    -7 | 5 | -0.6 | 3 | -23 | -6 | 11 | 13 | -4 | 21
Cc1cc(NC(=O)/C=C/C(=O)N(c2ccccc2C)C(C(=O)NC2CCCC2)c2ccc(F)cc2)no1 (stereo not given)
    -2 | 27 | -0.4 | -2 | 28 | 0 | -42 | 29 | 7 | 42
Cc1c(CNC(=O)c2cnn3c2NC(c2ccc(Br)cc2)CC3C(F)(F)F)cnn1C (stereo not given)
    3 | -2 | -0.2 | 5 | -30 | -2 | 4 | 10 | 7 | 17
O=C(NCc1nc2ccccc2[nH]1)C1=C[C@@H](c2ccc(Br)cc2)C[C@@H](OCCCCO)O1
    9 | -1 | -1.2 | -3 | -28 | 1 | 16 | 17 | 14 | 3
CCOC(=O)NN=C1CCC(c2ccccc2)CC1 (stereo not given)
    -3 | -8 | 0.5 | -3 | -36 | 2 | -7 | 11 | 7 | 5
Cc1ccc(CN2C(=O)c3ccccc3C2C(=O)NCc2cccnc2)cc1 (stereo not given)
    15 | 0 | -0.1 | 2 | -19 | 3 | 19 | 27 | -1 | 9
CN(C)CCCN(C(=O)c1cc2ccccc2oc1=O)c1nc2c(F)cccc2s1
    6 | 10 | 0.2 | 0 | -7 | -5 | 4 | 11 | 0 | 6
COc1ccc(NC(=O)CN(c2ccc(OC)cc2)S(=O)(=O)c2c(C)nn(C)c2C)cc1
    0 | -4 | 0.0 | -1 | -12 | 4 | -8 | 17 | 6 | 1
N#Cc1ccccc1OCC(=O)OCC(=O)N1CCN(C(=O)c2ccco2)CC1
    0 | -2 | -0.8 | 0 | 1 | -3 | -3 | 26 | 9 | 6
COC(=O)CCC(=O)c1ccc(OC)c(Cl)c1
    3 | 2 | -0.6 | · | · | · | -6 | 17 | 8 | 1
CC(C(=O)Nc1ccc(F)c(F)c1F)N1CCCCCC1 (stereo not given)
    6 | -1 | 0.0 | 5 | 12 | 1 | 2 | 5 | 7 | -5
O=S(=O)(NC1CCCCC1N1CCN(c2cccc(Cl)c2)CC1)c1ccccc1 (stereo not given)
    1 | 19 | · | 6 | 14 | -10 | 9 | 41 | 4 | ?
COc1ccc(S(=O)(=O)Nc2ccc(NC(C)=O)cc2)cc1Cl
    2 | -1 | -0.3 | 2 | 2 | -1 | -6 | 21 | 3 | -13
CCN(CC)C(=O)C1CCN(S(=O)(=O)c2ccc3c(c2)CCCN3C(=O)C2CCC2)CC1
    11 | -8 | -1.0 | -3 | -25 | -4 | -16 | 8 | 0 | 0
COc1cccc(/C=N/NC(=O)C(=O)N2CCCC2)c1
    2 | 6 | -0.4 | -2 | -31 | 3 | 11 | 6 | -3 | 3
O=C(CN1C(=O)NC2(CCCCCC2)C1=O)N1CCN(S(=O)(=O)c2ccc(Cl)cc2)CC1
    12 | -4 | -0.6 | 1 | -30 | 3 | 3 | 6 | 3 | 9
O=C(Nc1nc(-c2ccccc2)cs1)c1ccc2c(c1)S(=O)(=O)c1ccccc1C2=O
    6 | -5 | 0.0 | 4 | -36 | -4 | -28 | 13 | 13 | 2
O=C(O)c1cccc(NC(=O)c2cc(NC(=O)c3ccccc3)cc(NC(=O)c3ccccc3)c2)c1
    -12 | -5 | 1.2 | 1 | -37 | 2 | 20 | · | 10 | 16
O=C(NCc1ccccc1)c1ccc(S(=O)(=O)NCc2ccco2)cc1
    17 | -6 | -3.6 | 2 | -1 | 9 | -5 | · | -4 | 27
O=C(CS(=O)(=O)c1ccccc1)c1cc2cc(F)ccc2oc1=O
    -4 | 240 | 0.4 | 0 | -11 | 2 | -9 | 21 | 5 | 325*
O=C(NCC1CCCO1)c1ccc([N+](=O)[O-])o1 (stereo not given)
    -7 | 7 | -0.3 | -3 | -11 | 6 | -90 | -66 | 39 | 16
O=C(NC1CCCC1)C(c1ccc(N2CCOCC2)cc1)N(Cc1ccco1)C(=O)c1ccco1 (stereo not given)
    0 | 3 | -0.3 | 3 | -3 | -2 | -19 | 16 | -1 | 7

Source: PubChem BioAssay
